mcGAS MS inh: blocks mouse cGAS cGAMP production; AID 1259397; inhibition, % at 12.5 µM; Q8C6L5; recombinant mouse cGAS, cGAMP by RapidFire MS; hit rate 0.18% among 130,000;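 active = inhibition of cGAS enzyme activity at or above 60%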;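 note: enzyme stimulated by 45 bp dsDNA with ATP and GTP substrates; cGAMP share of summed cGAMP plus half ATP and half GTP signals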
Target sequence (Q8C6L5 whole entry, looked up): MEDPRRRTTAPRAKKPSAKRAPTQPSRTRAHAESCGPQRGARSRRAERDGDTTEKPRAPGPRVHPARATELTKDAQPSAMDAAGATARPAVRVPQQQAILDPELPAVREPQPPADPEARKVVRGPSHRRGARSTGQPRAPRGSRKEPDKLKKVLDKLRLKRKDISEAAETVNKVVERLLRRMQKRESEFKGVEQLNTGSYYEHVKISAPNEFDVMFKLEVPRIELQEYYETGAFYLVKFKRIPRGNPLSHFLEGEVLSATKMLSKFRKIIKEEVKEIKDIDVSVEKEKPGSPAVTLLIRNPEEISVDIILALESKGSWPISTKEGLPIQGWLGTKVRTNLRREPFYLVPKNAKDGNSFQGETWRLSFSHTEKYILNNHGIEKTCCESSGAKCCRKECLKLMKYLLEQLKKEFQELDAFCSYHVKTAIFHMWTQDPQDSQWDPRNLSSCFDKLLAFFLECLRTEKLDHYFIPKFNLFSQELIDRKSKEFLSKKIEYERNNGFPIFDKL
* marks the source's active call; other numbers are inactive results; & = joins results of further samples. These rows are one share of the data; count on the stated rates, not on these rows.

no.	Molecule	mcGAS MS inh
1	Cc1n[nH]c(=O)[nH]c1=O	-8
2	CCc1cccc2c1N(Cc1nc(CCOC)no1)CCC2	-5
3	CCn1c(C2CCNCC2)nn(CCOc2ccc(C)cc2C)c1=O	-6
4	CCCCn1c(=O)n(CCc2ccc(OC)c(OC)c2)c(=O)c2ncccc21	-6
5	CCC(C)(O)CNCc1ccc(Cl)cc1 (centres undefined)	3
6	Cc1cc(=O)n2nc(NCC3(N(C)C)CCCCC3)sc2n1	57
7	O=C(c1ccco1)c1cc(-c2nc3ccccc3[nH]2)c(-c2ccco2)n2c1nc1ccccc12	4
8	O=C(NCc1nnc(SCC(=O)N2CCc3ccccc32)n1-c1ccc([N+](=O)[O-])cc1)c1cccs1	-4
9	CC1CN(c2ccccc2)c2nc3c(c(=O)n(C)c(=O)n3C)n2C1 (centres undefined)	-3
10	Cc1nc2c(C(=O)N3CCCN(CC4CC4)C(C(C)C)C3)cccc2[nH]1 (centres undefined)	5
11	Cc1cc(C(=O)CSc2nn3c(=O)c(C(C)(C)C)nnc3s2)c(C)n1C	13
12	COc1ccccc1-n1c(SCC(=O)Nc2ccccc2)nc2c(c1=O)SCC2	-6
13	COC(=O)C(C#N)c1nc2ccccc2nc1NC(c1ccccc1)c1nccn1C (centres undefined)	-3
14	CN(Cc1cccnc1)c1cnn(CCOc2ccc(Cl)cc2)c(=O)c1Cl	-9
15	O=C(CCc1c[nH]c2ccccc12)Nc1ccc2c(c1)CN(Cc1cccs1)CC2	-2
16	CC(c1ccc(Cl)cc1)N(C1CC1)S(=O)(=O)c1ccc(S(C)(=O)=O)cc1 (centres undefined)	6
17	CCn1nnnc1NCc1ccc2c(c1)n(C)c(=O)n2C	-10
18	CCC(c1cccs1)n1ccnc1-c1ccc(NC(C)=O)cc1 (centres undefined)	-6
19	O=C(c1coc(CN2CCN(c3ncccn3)CC2)n1)N1CCN(C2CCCC2)C(=O)C1	-11
20	CNC(=O)C1CCN(Cc2nc(-c3ccc(OC)c(C)c3C)oc2C)C1 (centres undefined)	-5
21	COc1ccc(-c2noc(-c3ccc(OC)cc3)n2)cc1	-14
22	O=C(NCCc1ccccc1)c1cc2ccccc2oc1=O	1
23	COC(=O)[C@H](c1ccccc1Cl)N1CCc2sccc2C1	-9&0&8
24	O=c1[nH]c(CCN2CCCC2Cc2ccccc2)nc2ccccc12 (centres undefined)	-16
25	O=C1COCc2cc(-c3cc(F)cc(F)c3)ccc2N1CC1CC1	-6
26	COc1ccc(CCNC(=O)CN2CCN(c3cn[nH]c(=O)c3)CC2)cc1	-30
27	Cc1cn(CC(=O)Nc2cccc(C(=O)N(C)C)c2)cc1C#N	-9&-4
28	CC1CC(=O)NN1CC(=O)N(C(C)C)C(C)C (centres undefined)	-1
29	CCN1CCN(C(=O)c2cccc(OC3CCN(S(C)(=O)=O)CC3)c2)[C@@H](C)C1=O	-3
30	CCOC(=O)N1CCN(S(=O)(=O)c2ccc(C)s2)CC1	-6
31	O=C(Cn1c(CO)cnc1SCCc1ccccc1)NCc1ccc(Cl)cc1	0
32	COc1ccc(C(=O)Nc2ccc(N3CCC(N(C)Cc4ccon4)CC3)cc2)cc1	-8
33	CC1(C(=O)Nc2ccc3c(c2)OCCO3)CCN1CCc1ccccc1 (centres undefined)	-6
34	CCCCOc1ccc(C2=N/C(=C\c3ccc(C(C)C)cc3)C(=O)O2)cc1	-10
35	O=C(c1ccccc1OC1CCN(Cc2ccccn2)CC1)N1CCCCO1	-7
36	CCOC(=O)N1CCC(N2CCCC(CNC(=O)c3n[nH]c4ccccc34)C2)CC1 (centres undefined)	0
37	COc1ccccc1Oc1cc(Cl)ncn1	-3
38	CCOC(=O)Cn1cnc2c(nnn2-c2ccc(F)cc2)c1=O	8
39	CCOc1c(CC)cnc2c1c(=O)n(CC(=O)NC(C)C)c(=O)n2C	2
40	CNc1nc(CC(C)=O)ns1	-16
41	CCC1CN(C)c2ccccc2CN1C(=O)c1ccc(C(N)=O)nc1 (centres undefined)	-9
42	O=c1ccn(Cc2ccn(C3CCCC3)n2)c2ccsc12	-11
43	COc1ccc(-c2n[nH]c(CC(C)C)n2)c(OC)c1OC	-9
44	OC(CCc1ccccc1)C1CCN(Cc2nc(-c3ccccn3)no2)CC1 (centres undefined)	1
45	CN(CC(N)=O)S(=O)(=O)c1cc2cc(Cl)ccc2s1	-15
46	COc1cccc(-c2nc(CN3CCCC3c3nccs3)c(C)o2)c1OC (centres undefined)	-6
47	O=C(c1ccc(NS(=O)(=O)c2ccc(F)cc2)cc1)N1CCCCC1	-11
48	Cc1cccc(C)c1-n1c(=O)c2ccccc2n2c(SCC(=O)N3CCCCC3)nnc12	-9
49	CCCN(CCC)c1ccc(C(=S)N2CCNCC2)cc1	-7
50	COc1ccc(CCNC(=O)c2cn(C)nc2OC)cc1OC	-17

Next part:
no.	Molecule	mcGAS MS inh
51	N#Cc1ccc(NCc2cc(Br)ccc2F)cc1	7
52	CC(=O)Nc1ccc(Sc2nc(N3CCCC3)nc(N3CCCC3)n2)cc1	-3
53	O=C(O)c1cc(Br)ccc1N=Cc1nc(-c2ccc(Br)cc2)oc1O	18
54	Cc1nc(CN2C(=O)C(C)ON=C2c2ccccc2-c2ccco2)cs1 (centres undefined)	-10
55	COc1ccc(OC)c(Cc2nnc(CCC(=O)N3CCSCC3)o2)c1	9
56	COc1ccc(CCNC(=O)c2cccnc2)c(Cl)c1	-12
57	COc1ccc(CNC(=O)NC2CCCC(OCC(F)(F)F)C2)cc1 (centres undefined)	-9
58	CC1(C)C(C#N)=C(SCc2cc3c(cc2Br)OCO3)NC(=O)C1C#N (centres undefined)	-2
59	Cc1cc2c(SCC(=O)c3ccc(F)cc3)ncnc2s1	3
60	Cc1cccc2[nH]c(CN(C)C(=O)c3cccc(NCc4cccs4)c3)nc12	-19
61	O=C(O)CC1C=CS(=O)(=O)C1 (centres undefined)	1
62	COc1ccc(Cl)cc1C(=O)Nc1cccnc1N1CCCC1	1
63	CN1CCN(C(c2ccc(Cl)cc2Cl)c2cc(Cl)c3cccnc3c2O)CC1 (centres undefined)	-2
64	CC(C)(C)c1noc(OCC(=O)Nc2ccccc2)n1	-3
65	Cn1cnnc1C1CCN(C(=O)CC2COCCN2)CC1 (centres undefined)	0
66	COC(=O)CCN(C(=O)CC1CCCC1)c1nc2ccccc2o1	-4
67	COC(=O)C1=Cc2ccccc2OC=C1	-12
68	O=C(c1ccccc1O)N1CCC(Oc2ccccc2)CC1	-12
69	COc1cccc(CN(C)Cc2ncc[nH]2)c1O	-1
70	C=CCn1c(SC(C)C(=O)c2c(N)n(C)c(=O)n(C)c2=O)nnc1-c1ccoc1C (centres undefined)	-10
71	C=CCNC(=O)NCc1ccc(N(C)C(=O)c2ccncc2)cc1	-7
72	O=C(Nc1ccc(I)cc1)Nc1ccc(Cl)c(Cl)c1	-10
73	Cn1cnnc1C1CCN(c2nccc(CCC(F)(F)F)n2)CC1	-8
74	CCN1CCN(C(=O)CCC2CCN(C(=O)C3=C(C)OCCO3)CC2)CC1	7
75	Cn1ccnc1-c1c(-c2ccccc2)ncn1CC(O)Cc1ccccc1 (centres undefined)	-25
76	O=C(Nc1ccccc1C(=O)NCc1ccco1)c1cccs1	-11
77	COc1cccc(C=Nc2cccc3c(=O)[nH][nH]c(=O)c23)c1O	-8
78	O=C(c1nc2ccccn2c1CNCCCn1ncc2ccccc21)N1CCCC1	-9
79	CCSCCNc1nc(-c2ccncc2)nc2c1CCNC2	3
80	CSc1ccc2cc(CN(CC3COc4ccccc4O3)C(=O)CCn3nc(C)cc3C)c(N3CCOCC3)nc2c1 (centres undefined)	4

Reformatted as labelled records: part of the list above.
21) COc1ccc(-c2noc(-c3ccc(OC)cc3)n2)cc1
  mcGAS MS inh: -14
80) CSc1ccc2cc(CN(CC3COc4ccccc4O3)C(=O)CCn3nc(C)cc3C)c(N3CCOCC3)nc2c1 (centres undefined)
  mcGAS MS inh: 4
71) C=CCNC(=O)NCc1ccc(N(C)C(=O)c2ccncc2)cc1
  mcGAS MS inh: -7

(listing goes on)
no.	Molecule	mcGAS MS inh
81	CCC(C)C(NC(N)=O)C(=O)Nc1ccc(Oc2cccc(C)c2)cc1 (centres undefined)	6
82	Nc1nonc1-c1noc(-c2ccc(I)cc2)n1	-2
83	Cn1cccc(C(=O)N2CCC(N3CCCC(C(=O)NC4CC4)C3)CC2)c1=O (centres undefined)	-23
84	O=C(O)CCC(=O)c1sc(Cl)c(Cl)c1Cl	-10
85	Cc1ccc(-c2csc(N3CCCC3=O)n2)s1	-12
86	CCC(CC)NC(=O)c1ccc(Br)c(S(=O)(=O)N(C)C)c1	-2
87	O=C(c1ccc(N2CCCC2c2ccncc2)nc1)N1CCCC2CCCCC21 (centres undefined)	3
88	CC(=O)Nc1ccc(C(=O)n2ccnc2)s1	5
89	C=Cn1cc(C(=O)N2[C@@H]3CC[C@H]2CNC(=O)C3)cn1	-11
90	CC1CCN(S(=O)(=O)N2CCC(NS(C)(=O)=O)CC2)CC1	4
91	CCSc1nc2ncc3c(=O)n(-c4cccc(F)c4)ccc3n2n1	2
92	CCN(C(=O)C(C)OCC(C)C)C1CCN(C(C)c2ccccc2)C1 (centres undefined)	-14
93	CC(c1ccc(S(N)(=O)=O)cc1)N(C)Cc1csc(C(C)(C)C)n1 (centres undefined)	4
94	CCn1c(SCC(=O)N2CCc3ccccc3C2)nc2sc(C)c(C)c2c1=O	3
95	Cc1ccc(C2=Nc3ncnn3C(c3ccc(F)cc3)C2)cc1C (centres undefined)	-9
96	CC(=O)N1C=Cc2ccccc2C1CC(=O)Nc1ccccc1I (centres undefined)	-5
97	O=C1OC(c2ccc(Cl)c(Cl)c2)=N/C1=C\C(Cl)=C\c1ccccc1	3
98	CN(Cc1nc2ccccc2[nH]1)S(=O)(=O)c1cccc(F)c1	-19
99	CC(NC(=O)C(C)(C)NC(=O)OC(C)(C)C)C(=O)N1CCOCC1 (centres undefined)	-4
100	COC(=O)c1c(C)[nH]c(C(=O)COC(=O)c2cc(F)cc(F)c2)c1C	-3

Seven entries out of the list, arranged by SMILES length, rising.
no.	Molecule	mcGAS MS inh
96	CC(=O)N1C=Cc2ccccc2C1CC(=O)Nc1ccccc1I (centres undefined)	-5
95	Cc1ccc(C2=Nc3ncnn3C(c3ccc(F)cc3)C2)cc1C (centres undefined)	-9
91	CCSc1nc2ncc3c(=O)n(-c4cccc(F)c4)ccc3n2n1	2
98	CN(Cc1nc2ccccc2[nH]1)S(=O)(=O)c1cccc(F)c1	-19
92	CCN(C(=O)C(C)OCC(C)C)C1CCN(C(C)c2ccccc2)C1 (centres undefined)	-14
94	CCn1c(SCC(=O)N2CCc3ccccc3C2)nc2sc(C)c(C)c2c1=O	3
97	O=C1OC(c2ccc(Cl)c(Cl)c2)=N/C1=C\C(Cl)=C\c1ccccc1	3

Additional records follow.
no.	Molecule	mcGAS MS inh
101	COc1ccc(C2=Nc3ncnn3C(c3cc(OC)ccc3OC)C2)cc1 (centres undefined)	-7
102	O=C(c1ccc([N+](=O)[O-])cc1)N1CCCC(OCc2ccccc2)C1 (centres undefined)	-1
103	Cc1ncsc1CN(C)C(=O)C(C)(C)c1cccc(Cl)c1	-9
104	c1ccc2c(OCc3nc(CNC4CC4)cs3)cccc2c1	1
105	CN(CCc1ccccn1)C(=O)CCCCC1CCSS1 (centres undefined)	-5
106	CNC(=O)N(O)C1N(N)C(=S)SC1(C)C (centres undefined)	-4
107	c1cnc(N2CCOCC2)c(CNC2C3CC4CC(C3)CC2C4)c1 (centres undefined)	-5
108	Cc1nc2nc(N3C(=O)C4CC=CCC4C3=O)[nH]n2c(=O)c1Cc1ccccc1 (centres undefined)	1
109	O=C(NC1CC(=O)N(CCc2ccccc2)C1)c1ccccc1-n1cccn1 (centres undefined)	-30
110	O=C(C1CCN(S(=O)(=O)c2cc(Cl)ccc2Cl)CC1)N1CCCc2ccccc21	12
111	CNC(=O)NC(=O)Cn1nnc(-c2ccc(Cl)cc2)n1	-3
112	Cc1cccc(C2CCCN2S(=O)(=O)CCCC#N)c1C (centres undefined)	-2
113	CN(C)c1cc(N2CCCC(CO)(CCOc3ccccc3)C2)ncn1 (centres undefined)	-17
114	N#Cc1ncn(CC(=O)NCC(=O)Nc2ccccc2Br)n1	-3
115	Cc1cccc(OC(C)C(=O)NCc2ccc3c(c2)OCO3)c1 (centres undefined)	-6
116	CN(C)C(=O)c1ccc(Cl)cc1NS(=O)(=O)c1cccc(F)c1	1
117	NC(N)=N/N=C\c1cc(=O)[nH]c(=S)[nH]1	-11
118	CCOC(=O)C1CSC(Cc2ccc(OCc3ccc([N+](=O)[O-])cc3)cc2)N1 (centres undefined)	-6
119	Cc1c(C(C)NC(=O)CCc2ccc(Br)cc2F)cnn1C (centres undefined)	-1
120	O=C(NCCCN1CCCC1=O)c1ccccc1F	-9
121	Cc1cn2nc(N3CCOC(Cn4nc(C)nc4C)C3)sc2n1 (centres undefined)	-7
122	O=C(Cn1nc(C2CC2)cc1C(=O)N1CCCC1)N1CCN(c2ccc(Cl)cc2)CC1	1
123	Nc1nc(Cl)nc2c1ncn2[C@H]1C[C@H](O)[C@@H](CO)O1	-9
124	CCCN1CCN(c2nc3c(c(=O)[nH]c(=O)n3C)n2Cc2ccc(Cl)c(Cl)c2)CC1	-5
125	Cc1nnc(NC(=O)CSc2nc(-c3ccccc3)nc3c2c(=O)n(C)c(=O)n3C)s1	7
126	O[C@]12CCCC[C@H]1CN(Cc1ccc(-n3cncn3)cc1)CC2	-32
127	Cc1ccc(C2(O)CCN(C(=O)C(c3ccccc3)n3cnnn3)CC2)nc1 (centres undefined)	-11
128	CCc1ncc(C(=O)N2CCCC(O)(CO)CC2)cn1 (centres undefined)	-19
129	O=C1CSC(=NNC(=S)NCc2ccco2)N1	83*
130	O=C(c1cnsn1)N1CCCC(N2CCN(Cc3ccc4c(c3)OCO4)CC2)C1 (centres undefined)	-10&-10
131	c1ccc(C2CCC(=NN3CCOCC3)CC2)cc1 (centres undefined)	16

Bioassay records: PubChem BioAssay, Fisher Drug Discovery Resource Center
